NOD2 inhibition: NOD2 signaling inhibitors, cell-based, luminescence, uHTS, HEK293 (AID 1566). HEK293 NOD2/NF-kB luciferase reporter, luminescence; higher % means a stronger effect. inhibition, % at 4 µM, or EC50 in µM where a hit was titrated. 290,000 compounds, 0.63% hits; further: many of its hits are not listed in these tables
GPR55 activation: GPR55 agonists via beta-arrestin recruitment, primary screen, imaging, U2OS cells, beta-arrestin-GFP redistribution (AID 1961); U2OS GPR55 beta-arrestin-GFP redistribution imaging; higher % means a stronger effect; one-dose activation, % at 10 µM; EC50 in µM for titrated hits; 290,000 compounds, 0.048% hits;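 active means activation above 40% with more than 50 cells counted in the well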;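 further: U2OS osteosarcoma cells stably expressing GPR55 and beta-arrestin-GFP; plate controls were DMSO negative control for no effect and LPI positive control for full effect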
NTR1 agonist: NTR1-driven beta-arrestin-GFP spot formation – imaging, U2OS cells, high content, primary screen (AID 493036); P30989; 330,000 compounds, 0.17% hits; agonist mode; activation, % at 20 µM;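 active means activation at or above 40% of the spot to cytoplasm intensity ratio, with at least 20 cells analyzed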;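 further: 0% = DMSO without peptide and 100% = 100 nM NTR1 peptide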
Target sequence (P30989 whole entry, looked up): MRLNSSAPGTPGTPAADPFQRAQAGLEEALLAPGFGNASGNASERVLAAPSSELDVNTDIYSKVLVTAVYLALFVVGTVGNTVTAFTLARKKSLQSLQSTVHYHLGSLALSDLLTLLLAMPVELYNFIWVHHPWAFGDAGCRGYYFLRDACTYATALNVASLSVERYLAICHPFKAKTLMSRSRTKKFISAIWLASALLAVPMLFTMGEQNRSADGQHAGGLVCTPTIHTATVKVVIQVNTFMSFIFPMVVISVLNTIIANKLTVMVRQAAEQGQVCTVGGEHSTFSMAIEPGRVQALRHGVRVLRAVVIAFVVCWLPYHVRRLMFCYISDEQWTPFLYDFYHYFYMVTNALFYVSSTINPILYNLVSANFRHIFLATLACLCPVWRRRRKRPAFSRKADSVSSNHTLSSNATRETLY
KOR beta-arrestin-1: kappa opioid receptor activators – cell-based, luminescence, uHTS, primary screen (AID 1777); KOR beta-arrestin recruitment, luminescence; higher % means a stronger effect; activation, % at 10 µM; hits with a dose series show EC50 in µM; 280,000 compounds, 0.02% hits; in the data active means activation above about 50%, passing the limit was not always enough; further: a part of the inactive calls stands beside numbers as strong as those of hits
KOR beta-arrestin-2: kappa opioid receptor blockers – cell-based, luminescence, uHTS (AID 1778). inhibition, % at 10 µM, or IC50 in µM where a hit was titrated. KOR beta-arrestin recruitment, luminescence, antagonist mode; higher % means a stronger effect. 290,000 compounds, 0.091% hits; further: strong numbers were not always called active
ER stress rescue: protection against thapsigargin-triggered cell killing – 384-well, CSM14.1, ATP luminescence, primary screen (AID 1222) | CSM14.1 thapsigargin-induced death rescue, ATP luminescence; higher % means a stronger effect | one-dose cellular ATP content (survival), % at 20 µM; EC50 in µM for titrated hits | 190,000 tested, under 10 active;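 active means EC50 below 50 µM in the dose-response confirmation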;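 further: death triggered by thapsigargin at about 15 µM added after 2 h compound pretreatment; cell ATP read after overnight thapsigargin exposure of roughly 18 to 22 hours; normalized against plate controls of thapsigargin alone and 5% DMSO vehicle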
TNAP activation fold: stimulation of alkaline phosphatase TNAP activity – biochemical, luminescent, no phosphate acceptor, uHTS, primary screen (AID 1001) | purified TNAP, luminescent activation assay, no phosphate acceptor; higher activation fold means a stronger effect | one-dose activation fold at 20 µM; EC50 in µM for titrated hits | 200,000 compounds, 0.03% hits; in the data active means activation fold from about 3, or a potency from the dose series; inactive means the rest, 99 in 100 with activation fold below about 1.6; further: many of its hits are not listed in these tables
Yfh1-depleted yeast: mitochondrial function rescue without frataxin homolog – Friedreich's ataxia, plus single-dose screen, dose response (AID 1465); S. cerevisiae Yfh1-off respiration, WST-1 reduction, 72 h; higher fold induction means a stronger effect; 220,000 compounds, 0.074% hits; fold induction at 50 µM; hits with a dose series show EC50 in µM;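 active means fold induction of absorbance versus untreated yeast above a set limit, then at least 30% activation at any dose in follow-up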;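 further: activators that raise dye reduction in frataxin-depleted yeast; strong numbers were not always called active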
NOD1 inhibition: NOD1 signaling inhibitors, primary screen, cell-based, luminescence, uHTS (AID 1578). NOD1-driven NF-kB luciferase reporter cells, luminescence; higher % means a stronger effect. inhibition, % at 4 µM, or EC50 in µM where a hit was titrated. 290,000 compounds, 1% hits; in the data active means inhibition mostly above about 36%, no sharp cut-off; inactive means mostly below about 34%;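 further: HEK-293T reporter cells stimulated with the NOD1 agonist gamma-tri-DAP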
NTR1 agonist cell count 20 µM: also measured in NTR1 agonist; calls as there; cell count; measured here: cell count, cytotoxicity flag
Active calls of the source: *; i = inactive; x = no result given; [ ] = remark or other dose. Unless noted, no stated cut-off is given here; in the data, active means inhibition above about 50%; inactive means the rest. Only part of the results is shown; the hit share may differ from the screen's.

Below each compound: NOD2 inhibition	GPR55 activation	NTR1 agonist	NTR1 agonist cell count 20 µM	KOR beta-arrestin-1	KOR beta-arrestin-2	ER stress rescue	TNAP activation fold	Yfh1-depleted yeast	NOD1 inhibition
> c1ccc2c(c1)c1c3n2CCNC3CCC1 (configuration not stated)
  -1%	-0.1%	0.1	51	-4.2%	-81%	x	1.1	i	-16%
> CC(C)=N/N=C1/NC(=O)C(Cc2ccccc2)S1 (configuration not stated)
  5%	0.1%	-1.0	53	0.7%	-22%[20 µM]	x	x	x	-9%
> Cc1cc(C(=O)O)sc1C
  4%	-0.3%	1.7	60	6.7%	8%	0.1%	1.1	i	-16%
> CN1CCN(c2ccc(Cl)cc2NS(=O)(=O)c2ccccc2Cl)CC1
  8%	0.0%	-0.9	73	-0.1%	-16%	-0.6%	1.1	i	-18%
> CCCN(CCC)C1CC(=O)N(Cc2ccccc2)C1=O (configuration not stated)
  11%	-0.2%	0.4	37	17%	12%	x	1.1	i	6%
> O=[N+]([O-])c1cccc(NNS(=O)(=O)c2ccccc2F)c1
  -168%	-0.1%	2.5	22	2.0%	4%	x	x	x	-96%
> CCOCCCNc1nc(-c2ccccc2)nc2ccccc12
  31%	0.2%	4.3	69	1.4%	-14%[20 µM]	x	x	x	20%
> CC(=O)c1cc(-c2ccccc2)n(CCC(=O)NC2CCCCCC2)c1C
  -2%	0.0%	-2.6	60	-1.2%	3%	0.0%	1.1	i	-23%
> N#Cc1c(-c2ccc(F)cc2)nc(-c2ccccc2)[nH]c1=O
  5%	-0.1%	0.7	90	-3.1%	-16%	0.6%	1.5	i	-2%
> O=C(CC1Nc2ccccc2NC1=O)Nc1ccccc1NC(=O)CC1Nc2ccccc2NC1=O (configuration not stated)
  -18%	-0.3%	1.1	37	-3.1%	12%	-2.2%	1.2	i	-17%
> CC(C)C[C@H](NC(=O)N1CCN(c2ccccc2)CC1)C(=O)O
  16%	-0.1%	1.0	54	-1.6%	4%	-0.3%	1.2	i	-20%
> CC(=O)C1=C(C)NC(=O)NC1c1cccc([N+](=O)[O-])c1O (configuration not stated)
  15%	-0.2%	0.9	41	-9.9%	12%	3.0%	1.1	i	-9%
> COc1ccccc1-n1c(SCC(=O)NC2CCCCC2)nc2c(c1=O)SCC2
  -9%	-0.1%	0.6	63	-5.3%	-11%	-0.3%	1.2	i	-21%
> O=C(NC1CCCc2ccccc21)c1cccc(S(=O)(=O)N2CCOCC2)c1 (configuration not stated)
  5%	0.5%	-0.3	34	0.7%	3%	1.0%	1	i	-32%
> Cc1cc(C)nc(/N=C(\NC(=O)C(C)(C)C)Nc2ccc(F)cc2)n1
  10%	0.0%	0.8	59	1.0%	0%	x	x	i	-13%
> COc1cccc2sc(NC(=O)c3ccc(S(=O)(=O)N4CCOCC4)cc3)nc12
  12%	-0.1%	0.9	50	-2.6%	31%	-1.1%	1	i	-20%
> O=c1cc(CO)oc(CN2CCC(Cc3ccccc3)CC2)c1O
  9%	-0.1%	0.7	65	0.3%	-2%	-0.9%	1	i	-11%
> COc1ccc(C(=O)NC(C)CCc2ccccc2)cc1[N+](=O)[O-] (configuration not stated)
  6%	-0.1%	0.3	63	-4.0%	-12%[20 µM]	x	x	x	-7%
> COc1ccccc1OC(C)C(=O)Nc1ccc(S(=O)(=O)N2CCN(C)CC2)cc1 (configuration not stated)
  -22%	0.5%	0.1	55	0.8%	-29%	x	x	x	-38%
> O=C(CN1CCCCC1)N1CCCc2ccccc21
  18%	-0.1%	-0.7	57	2.3%	12%	4.7%	1.1	i	-3%
> COc1ccccc1NC(=O)CCSCCC(=O)Nc1ccccc1OC
  3%	-0.4%	1.3	62	-3.0%	x	1.5%	1.1	i	-3%
> CCCCn1c(=O)[nH]c(=O)c2c1nc(-c1ccc(CC)c([N+](=O)[O-])c1)n2C
  9%	-0.1%	7.5	59	-12%	-45%	-0.4%	1.1	i	-31%
> CC(=O)Nc1ccc(N=Nc2ccc(O)cc2)cc1
  -72%	-0.2%	0.6	66	3.1%	16%	-4.4%	0.8	i	-49%
> CCOC(=O)C1(CC2CC2)CCN(C(=O)c2cc(C)nc3ccc(CC)cc23)CC1
  -5%	0.5%	1.2	43	-9.2%	-42%[20 µM]	2.7%	1.1	i	-28%
> Cc1ccc(C)c(N(C)C(=O)c2coc(=O)c3ccccc23)c1
  4%	0.1%	-0.9	90	-2.6%	2%	2.1%	1.1	i	7%
> CC(NC(=O)Cn1cc(C(=O)C2CC2)c2ccccc21)c1ccccc1 (configuration not stated)
  13%	0.0%	0.6	61	0.2%	3%	1.8%	1.1	i	-12%
> CC(=O)Nc1ccc(S(=O)(=O)Nc2nnc(C(C)C)s2)cc1
  -8%	0.0%	-2.0	100	8.8%	-24%	-2.5%	1.1	i	7%
> COc1cccc(NC(=O)CN2CCN(S(=O)(=O)c3ccc(C(C)C)cc3)CC2)c1
  -15%	-0.1%	1.7	50	0.8%	12%	1.2%	1.1	i	-29%
> O=C(NC(=S)Nc1ccc2oc(=O)ccc2c1)c1cccc(Cl)c1
  8%	-0.2%	5.6	46	-8.5%	-38%	x	x	x	-36%
> Cc1nn(CC(=O)NCCc2ccco2)c(=O)c2nn(-c3ccccc3)c(C)c12
  -3%	-0.2%	0.6	70	0.2%	32%	x	x	x	-26%
> COCC(C)N1CCC(n2nccc2NC(=O)CCCc2ccccc2)CC1 (configuration not stated)
  8%	-0.1%	0.1	62	7.5%	12%	x	x	x	-2%
> Cc1ccc2nc(N3CCN(Cc4nnnn4Cc4ccccc4)CC3)c(C#N)cc2c1
  3%	0.0%	5.6	54	-1.8%	30%	-3.3%	1	i	-11%
> CC(=O)N1CCCN(Cc2cn(-c3cc(C)ccc3C)nc2-c2ccccc2)CC1
  2%	-0.1%	3.4	58	x	-23%[20 µM]	-0.4%	1	i	-21%
> O=C(COc1ccc(Cl)cc1)NCCSCc1cccc(Cl)c1
  -2%	0.3%	5.3	36	2.2%	-4%	-3.3%	1.1	i	11%
> Cc1cc(C)n2[nH]c(=O)c(N=Nc3ccc(S(N)(=O)=O)cc3)c2n1
  13%	-0.1%	-0.8	43	-7.5%	8%[20 µM]	-1.1%	0.1	i	-8%
> O=C1CCC(=O)N(c2ccccc2)N1
  -12%	-0.1%	0.2	105	-3.1%	9%	x	x	x	-4%
> COc1cccc(-n2cc(CNCc3c(C(=O)N(C)C)nc4ccc(Cl)cn34)cn2)c1
  7%	0.4%	0.1	55	-0.1%	-4%	-0.1%	1.1	i	-63%
> COc1ccc2c(c1)c(C(=O)N/N=C/c1cccc(O)c1)c(C)n2C
  4%	-0.3%	2.5	77	6.9%	-9%	-2.6%	1	i	8%
> CCCCOc1ccc(CSc2nc(C)[nH]c2[N+](=O)[O-])cc1[N+](=O)[O-]
  18%	-0.1%	4.9	37	-2.6%	0%	x	x	i	40%*
> CC1=C(C(=O)Nc2ccccc2C(=O)NC2CCCCC2)SCCO1
  2%	-0.1%	0.2	66	10%	13%	x	x	x	-7%
> COC(=O)c1[nH]c2cc(C)ccc2c1NC(=O)CN1CCN(C(=O)c2ccco2)CC1
  18%	0.4%	0.3	51	-1.4%	26%	-0.8%	1	i	0%
> CSc1nnc(CSCc2ccc(Cl)cc2Cl)n1-c1ccccc1
  -2%	-0.1%	3.9	50	1.7%	6%	4.3%	1.1	i	1%
> CC(C)C(=O)NC(=S)Nc1ccccc1N1CCN(C(=O)c2ccc(Cl)cc2)CC1
  22%	-0.2%	6.6	62	-1.1%	-42%	0.9%	1.1	i	5%
> Cc1ccc(S(=O)(=O)Cc2ccc(C(=O)N3CCC(C)CC3)cc2)cc1
  17%	0.0%	0.3	65	2.2%	6%	x	x	x	-8%
> CC(Oc1cc(F)ccc1[N+](=O)[O-])C(=O)Nc1ccc(S(=O)(=O)N2CCCC2)cc1 (configuration not stated)
  13%	0.8%	7.4	68	-2.7%	-22%	-1.7%	1	i	-24%
> O=C(c1ccccc1)c1ccc(N2CCCC2)cc1
  -86%	-0.3%	-0.1	97	7.6%	4%	-0.7%	1	i	-58%
> Cc1cccc2cc(COC(=O)C(C)C)c(=O)[nH]c12
  11%	-0.3%	-0.2	35	-8.1%	-3%	1.1%	1.1	i	12%
> O=C1OCCC1Sc1ncnc2sccc12 (configuration not stated)
  9%	-0.1%	1.5	33	-0.7%	21%	x	1.2	i	-17%
> O=C(c1ccc(C(F)(F)F)cc1)N1CCC(=O)N(C(COCc2ccc(C(F)(F)F)cc2)Cc2ccccc2)CC1 (configuration not stated)
  -42%	-0.3%	6.1	87	5.2%	12%	9.6%	1	i	18%
> COc1ccccc1NC(=S)N1CC(C)OC(C)C1 (configuration not stated)
  -9%	-0.1%	1.1	83	-1.7%	-5%[20 µM]	2.0%	1.1	i	-25%
> Cc1cc(C)c(S(=O)(=O)Nc2nnc(CC(C)C)s2)c(C)c1
  7%	0.4%	2.0	74	3.1%	-48%[20 µM]	x	x	x	39%
> NC1=C(O)C(=O)C(c2ccccc2)O1 (configuration not stated)
  16%	0.6%	0.1	93	4.3%	17%	x	x	i	-6%
> CC(=O)Nc1c(-c2ccc(F)cc2)nc2ccccn12
  -11%	-0.2%	1.7	89	2.7%	5%	-0.4%	1.2	i	-13%
> CCOC(=O)C1=C(N)n2c(s/c(=C\c3ccncc3)c2=O)=C(C(=O)OCC)C1c1ccncc1 (configuration not stated)
  7%	-0.1%	0.2	104	x	-17%[20 µM]	7.2%	1	i	24%

3 of the entries above in order of their number in KOR beta-arrestin-1, lowest first:
structure	NOD2 inhibition	GPR55 activation	KOR beta-arrestin-1	KOR beta-arrestin-2	TNAP activation fold	NOD1 inhibition
COc1ccccc1NC(=S)N1CC(C)OC(C)C1 (configuration not stated)	-9%	-0.1%	-1.7%	-5%[20 µM]	1.1	-25%
Cc1cc(C)c(S(=O)(=O)Nc2nnc(CC(C)C)s2)c(C)c1	7%	0.4%	3.1%	-48%[20 µM]	x	39%
NC1=C(O)C(=O)C(c2ccccc2)O1 (configuration not stated)	16%	0.6%	4.3%	17%	x	-6%

Screens as filed in PubChem.
